High-throughput results from PubChem.
KB-V1 cytotox: KB-V1 MDR subline cytotoxicity; Potency, µM (top dose mostly 46.1 µM), for the others: at the top dose activity change, negative = cytotoxicity, usual class: cytotoxic; 400,000 tested, 3.4% active; KB-V1 MDR cells viability, CellTiter-Glo, 72 h; also: % is scaled to controls: 0 for no effect and ±100 for the full control effect; nearly all actives have a fitted effect of over 60% in size
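qHTS viability screen in drug-selected KB-V1 MDR cells: 72 h compound treatment at 37 degrees C, ATP luminescence end point.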
HT1080 IDH1KD tx: kills HT-1080 cells with IDH1 knockdown; HT-1080 IDH1 knockdown viability, ATP luminescence, 48 h; Potency, µM (highest dose often 46.1 µM), inactives show at the highest dose activity, negative = toxicity, most hits filed as cytotoxic; 360,000 tested, 2% active;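 also: 0% = DMSO wells and -100% = cell-free medium wells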
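Using the IDH1-knockdown HT-1080 line run in the same batch and compound series as the NT line, viability after 48 h at 37 °C was determined by CellTiter-Glo luminescence and expressed as % activity.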
TDP43 rescue: TDP-43 toxicity inhibition in yeast; TDP-43 expressing yeast growth rescue, BacTiter-Glo, 24 h; Potency, µM (highest dose often 46.1 µM), inactives show top-dose growth rescue (activation), most hits filed as activators; 410,000 tested, 1.8% active; AID 652104; also: % of control where 0% means no effect; nearly all actives have a fitted effect of over 50% in size
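Readout is BacTiter-Glo luminescence of cell growth, so inhibitors register as activators. TDP-43-expressing yeast at OD600=0.02 in galactose medium, after raffinose pregrowth to mid-log, were incubated with compound for 24 hr at 30 deg C.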
KB-3-1 cytotox: kills parental KB-3-1 adenocarcinoma cells | KB-3-1 viability, CellTiter-Glo ATP luminescence, 72 h | Potency, µM (doses to about 46.1 µM), inactives show at the top dose activity change, negative = cytotoxic, actives largely listed as cytotoxic | 400,000 tested, 1.4% active; also: % is scaled to controls: 0 for no effect and ±100 for the full control effect; nearly all actives have a fitted effect of over 60% in size
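Cytotoxicity in the drug-sensitive parental line KB-3-1 was scored as loss of CellTiter-Glo luminescence following 72 h incubation with compound. Values come from curve fitting of normalized concentration-response data.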
GLP1R cytotox: cytotoxic in the GLP-1 receptor inverse agonist counter-screen | HEK293 cAMP-luciferase reporter cells, luminescence, 24 h | Potency, µM (titrated, usually from 38.3 µM), for the others: at the top dose activity change, negative = inhibition, most hits filed as inhibitors | 410,000 tested, 0.13% active | AID 624418;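 also: loss of luciferase light is scored as toxicity; % is scaled to controls: 0 for no effect and ±100 for the full control effect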
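Cells in DMEM/10% Nu serum/1% pen-strep, 1536-well format. Pre-incubated 12 h, dosed with 23 nL compound, incubated a further 24 h. Luciferase detection, 12 min at room temp, luminescence.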
HT1080NT lethal: kills 2HG-producing HT-1080-NT fibrosarcoma cells | 360,000 tested, 1.6% active | Potency, µM (top dose mostly 46.1 µM), for inactives: at the top dose activity, negative = less viability, actives largely listed as cytotoxic | HT-1080-NT fibrosarcoma viability, CellTiter-Glo ATP luminescence, 48 h;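 also: NT is the 2HG producing partner of a matched IDH1 knockdown line; 0% = DMSO-treated cells and -100% = media-only wells without cells; nearly all actives have a fitted effect of over 55% in size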
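Viability of the 2HG-overproducing fibrosarcoma line after 48 hours of compound exposure at 37 degrees C was determined by luminescence with CellTiter-Glo, and concentration-effect curves were then fitted and categorized.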
SW480 rerep: inducers of DNA re-replication in SW480 colon cancer cells. 340,000 tested, 1.8% active. Potency, µM (titrated, usually from 46.1 µM), without a hit: at the top dose re-replication activation, most hits filed as activators. SW480 DNA re-replication, Hoechst DNA content imaging, 48 h. AID 624297; also: % of control where 0% means no effect; nearly all actives have a fitted effect of over 55% in size
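Cells (250 per well) received 23 nL compound or DMSO by pin tool and were kept 48 hr at 37 C, 5% CO2. Nuclei were then stained with Hoechst for 40 min and scanned for DNA content.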
GLP-1R agonist: activates the human GLP-1 receptor; P43220; HEK293 GLP-1R CRE-luciferase, luminescence, 4-6 h; cells express a hypersensitive GLP-1R form; Potency, µM (titrated, usually from 45.6 µM), without a hit: at the highest dose activation, hits mostly activators; 380,000 tested, 0.007% active; AID 624172; also: % of control where 0% means no effect
Target sequence (P43220 whole entry, looked up): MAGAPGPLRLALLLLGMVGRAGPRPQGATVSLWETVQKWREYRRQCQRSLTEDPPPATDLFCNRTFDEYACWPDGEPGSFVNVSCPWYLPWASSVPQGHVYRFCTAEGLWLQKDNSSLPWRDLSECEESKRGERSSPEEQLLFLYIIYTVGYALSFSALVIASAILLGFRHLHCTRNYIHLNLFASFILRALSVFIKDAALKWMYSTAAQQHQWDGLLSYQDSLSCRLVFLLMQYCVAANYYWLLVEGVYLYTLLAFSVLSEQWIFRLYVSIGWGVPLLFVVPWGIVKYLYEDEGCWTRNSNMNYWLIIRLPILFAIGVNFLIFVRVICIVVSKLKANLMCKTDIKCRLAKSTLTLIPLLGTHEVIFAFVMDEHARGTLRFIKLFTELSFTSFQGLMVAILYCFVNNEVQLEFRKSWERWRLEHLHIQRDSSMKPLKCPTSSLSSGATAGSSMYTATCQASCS
GLP-1R inv ag: acts as inverse agonist at human GLP-1 receptor | P43220 | HEK293 GLP-1R CRE-luciferase, luminescence, 24 h; GLP-1R form is constitutively active | Potency, µM (doses to about 38.3 µM), inactives show at the top dose activity change, negative = inhibition, usual class: inhibitors | 410,000 tested, 1.6% active | AID 624417; also: % is scaled to controls: 0 for no effect and ±100 for the full control effect; nearly all actives have a fitted effect of over 55% in size
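HEK293 cells stably co-expressing constitutively active GLP-1R and a cAMP-responsive luciferase reporter were seeded in DMEM with 10% Nu serum, given compounds after 12 h, and incubated 24 h at 37 deg C. Luminescence was then read.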
Starred values were filed as active, the others as inactive; [ ] = dose if it differs, or a comment. Calls follow the shape of the dose curve; as a rule, active = well fitted curve in the direction sought with a large enough effect; inconclusive = small, poorly fitted or top-dose-only effect, or another doubt; inactive = no such curve, though single readings can be large; an effect the other way counts as inactive or inconclusive. Potency is read from the fitted curve at half-maximal effect.

`C/C(CC(=O)NC1CCCC1)=N\NC(=O)Cc1cccs1` gave KB-V1 cytotox 25%, HT1080 IDH1KD tx 22%, TDP43 rescue -21%, KB-3-1 cytotox -3%, GLP1R cytotox 3%, HT1080NT lethal 4%, SW480 rerep 2%, GLP-1R agonist -6% and GLP-1R inv ag -2%.
`Cc1cc2cc(CNC(=O)c3cccs3)ccc2n1C` gave KB-V1 cytotox -12%, HT1080 IDH1KD tx -5%, TDP43 rescue -2%, KB-3-1 cytotox 2%, GLP1R cytotox -15%, HT1080NT lethal -3%, SW480 rerep -143%[inhibitor], GLP-1R agonist -4% and GLP-1R inv ag 15%.
For CCCNc1cc(=O)n(C)c(=O)n1C the results were KB-V1 cytotox 18%, HT1080 IDH1KD tx 10%, TDP43 rescue 4%, KB-3-1 cytotox -2%, GLP1R cytotox -1%, HT1080NT lethal 13%, SW480 rerep -5%, GLP-1R agonist -6% and GLP-1R inv ag 7%.
For O=C(O)COc1ccc(-c2nnn(CC(=O)O)n2)cc1 the results were KB-V1 cytotox inconclusive, HT1080 IDH1KD tx 2%, TDP43 rescue -13%, KB-3-1 cytotox -5%, GLP1R cytotox 2%, HT1080NT lethal 3%, SW480 rerep -4%, GLP-1R agonist 0% and GLP-1R inv ag 4%.
Cc1ccc(-n2nnnc2SCC(=O)N2CCc3ccccc3C2)c(C)c1 was read as KB-V1 cytotox 7.3µM*, HT1080 IDH1KD tx 1%, TDP43 rescue 0%, KB-3-1 cytotox -1%, GLP1R cytotox -14%, HT1080NT lethal 6%, SW480 rerep 9%, GLP-1R agonist -3% and GLP-1R inv ag 0%.
For CCCn1c(=N)c(C(=O)NCc2ccco2)cc2c(=O)n3cc(C)ccc3nc21 the results were KB-V1 cytotox inconclusive, TDP43 rescue 3%, KB-3-1 cytotox -21%, GLP1R cytotox 14%, GLP-1R agonist -1% and GLP-1R inv ag 8%.
Screening CCOc1cc(C)c(Cl)cc1S(=O)(=O)n1ccnc1 returned KB-V1 cytotox -11%, HT1080 IDH1KD tx -4%, TDP43 rescue -8%, KB-3-1 cytotox -3%, GLP1R cytotox 4%, HT1080NT lethal 1%, SW480 rerep -1%, GLP-1R agonist 5% and GLP-1R inv ag 11%.
For Cn1cccc1/C=C1\CC(C(C)(C)C)C/C(=C\c2cccn2C)C1=O (stereo not given) the results were KB-V1 cytotox 4.1µM*, HT1080 IDH1KD tx -3%, TDP43 rescue 4%, KB-3-1 cytotox inconclusive, GLP1R cytotox 67%[activator], HT1080NT lethal 5%, SW480 rerep inconclusive, GLP-1R agonist -3% and GLP-1R inv ag inconclusive.
`O=C(NCc1ccccc1F)C(=O)NCC(c1ccco1)S(=O)(=O)c1cccs1` (stereo not given) gave KB-V1 cytotox 13%, TDP43 rescue 8%, KB-3-1 cytotox -2%, GLP1R cytotox 5% and GLP-1R inv ag -8%.
For CCNc1nc(NCC)n2c(SCC(=O)Nc3ccc(F)cc3[N+](=O)[O-])nnc2n1 the results were KB-V1 cytotox -20%, HT1080 IDH1KD tx 0%, TDP43 rescue 9%[9.22 µM], KB-3-1 cytotox 17%, GLP1R cytotox 11%, HT1080NT lethal 1%, SW480 rerep -3%, GLP-1R agonist 8% and GLP-1R inv ag 14%.
For COCCCNC(=O)Cn1cc(/C=C(\C#N)C(=O)NC2CC2)c2ccccc21 the results were KB-V1 cytotox -6%, HT1080 IDH1KD tx 9%, TDP43 rescue 2%, KB-3-1 cytotox 1%, GLP1R cytotox -9%, HT1080NT lethal 9%, SW480 rerep 2%, GLP-1R agonist 8% and GLP-1R inv ag 19%.
`Cn1c(COc2ccccc2)nnc1SCC(=O)NCc1ccccc1` gave KB-V1 cytotox 0%, HT1080 IDH1KD tx 7%, TDP43 rescue -7%, KB-3-1 cytotox 3%, GLP1R cytotox 2%, HT1080NT lethal -9%, SW480 rerep -11%, GLP-1R agonist -1% and GLP-1R inv ag 4%.
For COc1ccc([C@H]2CC(=O)C=C(c3ccc(Oc4ccccc4)cc3)C2)cc1OC the results were KB-V1 cytotox inconclusive, HT1080 IDH1KD tx -14%, TDP43 rescue -4%, KB-3-1 cytotox inconclusive, GLP1R cytotox -8%, HT1080NT lethal -13%, SW480 rerep 0%, GLP-1R agonist 23% and GLP-1R inv ag inconclusive.
`COc1ccccc1-c1cnnc(N/N=C/c2ccc(-c3cccc(Br)c3)o2)n1` gave KB-V1 cytotox -6%, HT1080 IDH1KD tx 4%, TDP43 rescue -18%, KB-3-1 cytotox 15%, GLP1R cytotox 4%, HT1080NT lethal 11%, SW480 rerep 2%, GLP-1R agonist -4% and GLP-1R inv ag 0%.
For Cc1ccc(Nc2ncc(C(=O)NCCCN3CCN(C)CC3)c3ccccc23)cc1Cl the results were KB-V1 cytotox inconclusive, HT1080 IDH1KD tx 26µM*, KB-3-1 cytotox -28%, GLP1R cytotox inconclusive, HT1080NT lethal 16µM*, SW480 rerep inconclusive, GLP-1R agonist -1% and GLP-1R inv ag inconclusive.
For COc1cccc(NC(=O)C2(C)CCN2C(=O)Cc2cccc3ccccc23)c1 (stereo not given) the results were KB-V1 cytotox 4%, HT1080 IDH1KD tx -11%, TDP43 rescue inconclusive, KB-3-1 cytotox 0%, GLP1R cytotox -3%, HT1080NT lethal -9%, GLP-1R agonist 1% and GLP-1R inv ag inconclusive.
`O=c1cc(-c2ccccc2)nc(SCc2nc(-c3ccc(Cl)cc3)no2)[nH]1` gave KB-V1 cytotox 6%, TDP43 rescue 6%, KB-3-1 cytotox 5%, GLP1R cytotox 3% and GLP-1R inv ag 6%.
Screening CS(=O)(=O)N(Cc1ccc(C(=O)NC2CCCC2)cc1)c1ccccc1 returned KB-V1 cytotox -19%, HT1080 IDH1KD tx 5%, TDP43 rescue -12%, KB-3-1 cytotox inconclusive, GLP1R cytotox 5%, HT1080NT lethal 8%, SW480 rerep -33%[inhibitor], GLP-1R agonist -6% and GLP-1R inv ag -12%.
CC(C)(C)OC(=O)C[C@@H]1C/C=C\C[C@H](CC(=O)N(CCO)Cc2ccccc2)C(=O)N[C@H](Cc2ccccc2)COC1=O was read as KB-V1 cytotox 1%, HT1080 IDH1KD tx -1%, TDP43 rescue 1%, KB-3-1 cytotox 1%, GLP1R cytotox 1%, HT1080NT lethal -1%, SW480 rerep 4%, GLP-1R agonist -6% and GLP-1R inv ag -11%.
`Cc1ccc(-c2nn(-c3ccccc3)cc2C(=O)Nc2ccc(C(=O)O)cc2)cc1` gave KB-V1 cytotox inconclusive, HT1080 IDH1KD tx -3%, TDP43 rescue -24%, KB-3-1 cytotox 6%, GLP1R cytotox -4%, HT1080NT lethal -12%, SW480 rerep -4%, GLP-1R agonist 0% and GLP-1R inv ag 14%.
For CCOc1ccccc1Nc1nnc(SCC(=O)N(C)C2CCS(=O)(=O)C2)s1 (stereo not given) the results were KB-V1 cytotox -4%, HT1080 IDH1KD tx 20%, TDP43 rescue -20%, KB-3-1 cytotox 0%, GLP1R cytotox -10%, HT1080NT lethal 17%, SW480 rerep -4%, GLP-1R agonist 10% and GLP-1R inv ag 7%.
Cc1cccc(NS(=O)(=O)c2cc3c4c(c2)CC(=O)N4CCC3)c1C was read as KB-V1 cytotox -18%, HT1080 IDH1KD tx -4%, TDP43 rescue 3%, KB-3-1 cytotox 0%, GLP1R cytotox 7%, HT1080NT lethal -2%, SW480 rerep -1%, GLP-1R agonist -6% and GLP-1R inv ag 6%.
Screening Fc1ccc2nc(Nc3nc4c(s3)CCCC4)sc2c1 returned KB-V1 cytotox inconclusive, HT1080 IDH1KD tx inconclusive, TDP43 rescue 2.2µM*, KB-3-1 cytotox 8%, GLP1R cytotox -6%, HT1080NT lethal -1%, SW480 rerep inconclusive, GLP-1R agonist -4% and GLP-1R inv ag -14%.
Screening COc1ccc(CCNC(=O)COc2ccc([N+](=O)[O-])cc2)cc1 returned KB-V1 cytotox -3%, HT1080 IDH1KD tx 0%, TDP43 rescue 23%, KB-3-1 cytotox 4%, GLP1R cytotox -4%, HT1080NT lethal 2%, SW480 rerep inconclusive, GLP-1R agonist 10% and GLP-1R inv ag -15%.
`COc1ccc(C(=O)N2CCCC(CO)C2)cc1OC1CCN(C(C)C)CC1` (stereo not given) gave KB-V1 cytotox 27%, HT1080 IDH1KD tx 5%, TDP43 rescue 16%, KB-3-1 cytotox 9%, GLP1R cytotox -1%, HT1080NT lethal 5%, GLP-1R agonist -1% and GLP-1R inv ag -4%.
